Pf growth 96h – Primary qHTS for delayed death inhibitors of the malarial parasite plastid, 96 hour incubation | Potency, µM (series often up to 28.7 µM), for the others: at the top dose activity change, negative = inhibition, most hits filed as inhibitors | hit rate 6.9% among 320,000 | P. falciparum luciferase reporter growth, 96 h | AID 504834, 2011; also: potency is read from the fitted curve at half-maximal effect; % is scaled to controls: 0 for no effect and ±100 for the full control effect
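Compounds incubated with erythrocytes infected by luciferase-expressing P. falciparum (2% hematocrit, 0.05% parasitemia final) for 96 hours, 37 C in 5% CO2. Growth inhibition scored as decreased luciferase luminescence.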
Giardia FBPA inh – qHTS Assay for Inhibitors of Fructose-1,6-bisphosphate Aldolase from Giardia Lamblia. purified Giardia FBPA. Potency, µM (top dose mostly 59.6 µM), for inactives: top-dose activity, negative = inhibition, usual class: inhibitors. hit rate 0.71% among 290,000; also: potency is read from the fitted curve at half-maximal effect; % is scaled to controls: 0 for no effect and ±100 for the full control effect; nearly all actives have a fitted effect of over 55% in size
Target sequence (A8B2U2 whole entry, looked up): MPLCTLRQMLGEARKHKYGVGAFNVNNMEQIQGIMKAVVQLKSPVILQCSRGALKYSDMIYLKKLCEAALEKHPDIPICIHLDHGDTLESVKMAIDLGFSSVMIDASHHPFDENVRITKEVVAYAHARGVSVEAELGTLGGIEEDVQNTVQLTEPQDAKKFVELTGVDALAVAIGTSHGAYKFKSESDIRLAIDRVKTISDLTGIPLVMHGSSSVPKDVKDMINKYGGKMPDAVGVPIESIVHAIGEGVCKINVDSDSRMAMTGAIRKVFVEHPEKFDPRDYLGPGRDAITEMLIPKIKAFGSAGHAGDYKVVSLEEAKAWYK
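40 nM FBPA preincubated 10 min at RT with compound (up to 57.5 uM final), then substrate plus GAPDH/TPI/NAD/arsenate coupling and diaphorase/resazurin added. Fluorescence read after 20 min at RT, 525/598 nm.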
CHX counter – Cycloheximide Counterscreen for Small Molecule Inhibitors of Shiga Toxin; cell reporter, cycloheximide protein synthesis inhibition counterscreen; max response, %; hit rate 12% among 300,000; AID 2314, 2010; in the data active = max response mostly above about 13%, no sharp cut-off; inactive = mostly below about 14%; also: read at 38.3 µM for the half of the compounds with a filed dose; 0% is about no effect
Shiga inhibitor – A qHTS for Small Molecule Inhibitors of Shiga Toxin; Vero cells, Shiga toxin protein synthesis inhibition reporter; inhibition, % at 38.7 µM; hit rate 9.2% among 290,000; AID 2315, 2010; in the data active = inhibition mostly above about 28%, no sharp cut-off; inactive = mostly below about 43%; also: 0% is about no effect
Pf growth 48h – Primary qHTS for delayed death inhibitors of the malarial parasite plastid, 48 hour incubation; P. falciparum luciferase growth in erythrocytes, 48 h; hit rate 5.9% among 310,000; Potency, µM (series often up to 28.7 µM), without a hit: top-dose activity change, negative = inhibition, usual class: inhibitors; AID 504832, 2011; also: potency is read from the fitted curve at half-maximal effect; % is scaled to controls: 0 for no effect and ±100 for the full control effect
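Luciferase-expressing parasites in RBCs, 2% Hct / 0.1% parasitemia final; RPMI 1640 + 0.5% Albumax; 37 C, 5% CO2, one generation; luminescence read-out, lower signal = inhibition.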
Sm TGR block – qHTS Assay for the Inhibitors of Schistosoma Mansoni Peroxiredoxins | Schistosoma mansoni thioredoxin glutathione reductase (TGR), Q962Y6 | purified TGR, DTNB reduction, TNB absorbance 405 nm | Potency, µM (top dose mostly 114 µM), inactives show top-dose activity change, negative = inhibition, usual class: inhibitors | hit rate 3% among 360,000; also: potency is read from the fitted curve at half-maximal effect; % is scaled to controls: 0 for no effect and ±100 for the full control effect; nearly all actives have a fitted effect of over 60% in size
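TGR 20 nM + NADPH 100 uM (dispensed conc.), cpd preinc 15 min RT; start with NADPH (500 uM addition) then DTNB (15 mM addition). Kinetic TNB absorbance, 405 nm filter. Four-parameter Hill fit across titration.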
* = called active by the depositor; ? = inconclusive; / = no result given; & = joins results of further samples; [ ] = another dose, or the depositor's remark. Unless noted, calls follow the shape of the dose curve; as a rule, active = well fitted curve in the direction sought with a large enough effect; inconclusive = small, poorly fitted or top-dose-only effect, or another doubt; inactive = no such curve, though single readings can be large; an effect the other way counts as inactive or inconclusive.

canonical_smiles | Pf growth 96h | Giardia FBPA inh | CHX counter | Shiga inhibitor | Pf growth 48h | Sm TGR block
Cc1sc2ncnc(OCC(=O)N3CC(=O)Nc4ccccc43)c2c1C | -25% | 5% | 7 | 13 | 1% | -16%
CC1(C)S[C@@H]2[C@H](NC(=O)C3(N)CCCCC3)C(=O)N2[C@H]1C(=O)O | -2% | ? | / | / | 5% | /
CSc1ccc(CN2CCN(C(=O)CC(C)C)CC2)cc1 | -7% | ? | 7 | / | -8% | 1%
O=C(c1cn(-c2ccccc2)nc1-c1cccs1)N1CCN(c2ccccn2)CC1 | / | -4% | 16* | 43* | -12% | -1%
CCOc1cc(NC(=O)c2ccco2)c(OCC)cc1NC(=O)c1cc(OC)c(OC)c(OC)c1 | -27% | -6% | -3 | -23 | ? | 4%
O=C(NCC1CCCN1S(=O)(=O)c1cccs1)c1cccc(F)c1 (configuration not stated) | ? | / | / | / | ? | -7%
CN1/C(=C\C(=O)c2cccc([N+](=O)[O-])c2)Sc2ccccc21 | 161%[activator] | -3% | 38* | 97* | 226%[activator] | -5%
CCOc1ccc(N(Cc2nnc3n2CCCCC3)C(=O)Nc2cccc(C)c2)cc1 | 17% | 10% | -3 | 14 | -4% | 1%
COc1ccc(Cc2n[nH]c(=S)n2N)cc1OC | ? | 13µM* | -3 | -2 | 7% | /
Cc1c2c([n+]3n1CCC3)CC(C)(C)CC2=O | 2%[5.75 µM] | 1% | -3 | -18 | 18% | -9%
COc1cccc(COC(=O)C2CCN(S(=O)(=O)c3ccc(Cl)cc3)CC2)c1OC | ? | / | / | / | ? | -4%
CN(CC(=O)Nc1ccc(F)cc1)C(=O)COC(=O)CCN1C(=O)C2CC=CCC2C1=O (configuration not stated) | 22% | / | -2 | -9 | -12% | -9%
CC1=C(C(=O)OCc2ccccc2)C(c2ccc(Br)cc2)NC(=O)N1CCCC(=O)O (configuration not stated) | 45%[activator] | -7% | -2 | 3 | 10% | 1%
CC(SCC(=O)Nc1ccc(S(=O)(=O)N2CCCCC2)cc1)C(=O)O (configuration not stated) | -5% | 7% | 10 | -11 | -3% | 19%
Cc1ccc(N2C(=O)C3C4C=CC(CNC(=S)N5CCN(c6ccccn6)CC5)(O4)C3C2=O)cc1 (configuration not stated) | 8% | -6% | -1 | 40 | ? | 2.8µM*
COc1cc(C(=O)NCC(=O)N/N=C(/C)c2ccc3c(c2)CCCC3)cc(OC)c1OC | 28% | -3% | -5 | -5 | 6% | 5%
O=C(Nc1ccc(C(=O)O)cc1)/C(=C\C=C\c1ccccc1)NC(=O)c1ccc(Br)cc1 | 23% | 9% | -9 | 21 | -16% | -7%
O=C(COC(=O)C1=COCCO1)Nc1ccc2c(c1)OCO2 | 2% | -14% | 39* | 154 | 8% | 2%
O=c1/c(=C\c2cccn2-c2ccccc2)sc2nc3ccccc3n12 | 15% | 5% | 21 | 28* | 17% | -8%
CS(=O)(=O)c1ccc(-c2nnn(CC(N)=O)n2)cc1 | -12% | 1% | 1 | -1 | 13% | -3%
Cc1ccccc1OCC(=O)OCC(=O)c1c[nH]c2ccccc12 | ? | / | / | / | -9% | -4%
CCOC(=O)C1=C(COC(=O)[C@H](C)NS(=O)(=O)c2ccccc2F)NC(=O)NC1C (some centres not stated) | -11% | / | / | / | -18% | -1%
O=C1COc2cccnc2N1 | 14%&25% | 22%&1% | -2&-1 | -10&-3 | ? | 17%&26%
COc1ccc(CNS(=O)(=O)CCNC(=O)c2ccccc2)cc1 | -1% | / | / | / | 7% | 2%
Cc1cc(NC(=O)CCCC(=O)N(c2ccccc2)C(C(=O)NC2CCCCC2)c2cccs2)no1 (configuration not stated) | ? | 1% | -3 | -3 | ? | -3%
CCCn1c(C)cc(C(=O)CSc2nc3ccccc3c(=O)n2Cc2ccco2)c1C | ? | -3% | 49* | 57* | 30%[activator] | -7%
O=C(Nc1cc([N+](=O)[O-])ccc1Cl)C(Sc1ccccc1)c1ccccc1 (configuration not stated) | 7% | -8% | -2 | -3 | -6% | -2%
CCOc1ccccc1C(=O)Nc1ccc(-n2nncc2C(C)(C)C)cc1 | ? | 1% | -4 | -3 | ? | -10%
Cc1csc(NC(=O)c2cccs2)n1 | / | -7% | 55* | 100* | 213%[activator] | 5%
CCC(C)(C(=O)NC1CCCC1)N(Cc1ccco1)C(=O)c1ccc2c(c1)OCO2 (configuration not stated) | ? | 6% | -2 | -12 | 0% | 4%
O=C(N/N=C1/CC2C=CCC12)c1cccs1 (configuration not stated) | 26% | -8% | 42* | 80* | 102%[activator] | -4%
O=C1CSc2ccc(C(=O)NCCC3=CCCCC3)cc2N1 | 0% | -2% | 12 | 38 | 23% | -28%
CC1CCN(CCOc2cccc(Br)c2)CC1 | ? | -16% | 5 | 25 | 8% | -9%
Cc1cc(C(=O)Nc2ccc3c(c2)OCCO3)co1 | 20% | -27% | 57* | 76* | 205%[activator] | -10%
NC(=O)CC(NC(=O)c1ccc(Br)cc1)c1ccc(NC2CCCCC2)c([N+](=O)[O-])c1 (configuration not stated) | -3% | 17% | -2 | -1 | 14% | -9%
CCc1ccc(NS(=O)(=O)c2cc3c4c(c2)CCN4C(=O)CC3)cc1 | ? | / | / | / | ? | 0%
CCCCCNC(=O)CC1Nc2c3ccccc3nc(=S)n2C1=O (configuration not stated) | -4% | -16% | 0 | -17 | / | 1%
CC(=O)c1cccc(S(=O)(=O)N2CCC(C(=O)NC3CCCC3)CC2)c1 | 16% | / | / | / | 7% | -24%
CC1CCCC(C)N1C(=O)COC(=O)CNC(=O)c1ccccc1F (configuration not stated) | ? | / | / | / | -2% | -4%
O=C(C1CC(=O)N(c2ccccc2)C1)N1CCC(c2nc3ccccc3[nH]2)CC1 (configuration not stated) | ? | / | / | / | ? | 1%
COc1cc(C2C3C(=O)N(Cc4ccccc4)C(=O)C3ON2c2ccccc2)cc(OC)c1OC (configuration not stated) | ? | -10% | -3 | -20 | ? | -12%
CCCc1cc(=O)oc2cc(OCC(=O)N3CCN(Cc4ccc5c(c4)OCO5)CC3)ccc12 | 12µM* | / | -2 | -2 | ? | 1%
O=C(O)c1cccc2c1-c1ccccc1/C2=N\Nc1ccccc1 | -18% | 7% | 50* | 116* | 61%[activator] | -33%
CCCCn1c(=S)[nH]c2ccccc2c1=O | -27% | -4% | -4 | 28 | -17% | -8%
CCS(=O)(=O)Nc1ccc(C2=NN(C(=O)c3ccco3)C(c3cccs3)C2)cc1 (configuration not stated) | 0% | / | -3 | -5 | 0% | -17%
CCCN1CCC(NC(=O)CC2C(=O)NCCN2Cc2cccc(OC)c2)CC1 (configuration not stated) | ? | / | 5 | -11 | 0% | -2%
O=S(=O)(c1ccc(F)cc1)N1CCCC1 | ? | 10% | 1 | / | ? | -6%
CC(C)(C)NC(=O)c1ccc(COc2ccccc2Br)o1 | ? | 1% | 8 | 34* | ? | -9%
CNC(=O)C(=O)NCC1OCCCN1S(=O)(=O)c1ccc(F)cc1C (configuration not stated) | 9% | / | -5 | -2 | -5% | 0%
O=C(CSc1nnc(-c2cccnc2)s1)Nc1ccccc1 | 1% | -9% | -4 | -5 | 19% | 15%
O=C(NCCc1ccccc1)c1cnc2ccccn2c1=O | 453%[activator] | 7% | 41* | 57* | 325%[activator] | 16%
COC(=O)c1c(C)oc(C)c1S(=O)(=O)N1CCCCC1 | 28% | 4% | 7 | -12 | 0% | 40µM*
Cc1ccc(NC(=O)NCC(c2ccccc2)N(C)C)cc1 (configuration not stated) | 10% | 6% | 35* | 68* | / | 15%
CCOC(=O)c1ccc(-n2cncn2)nc1 | 50%[activator] | -1% | 5 | 6 | 14% | 10%
Cn1nc(C(=O)NNC(=O)COc2ccccc2)c2ccccc2c1=O | -18% | 1% | -4 | -3 | -6% | 5%
Cc1nc2c(C)cccn2c1/C(O)=C1\C(=O)C(=O)N(CCN(C)C)C1c1ccccc1 (configuration not stated) | 19% | -12% | 4 | 15 | 8% | -12%
CC(C)CCn1c(CN2CCN(Cc3ccccc3)CC2)nc2c1c(=O)[nH]c(=O)n2C | / | -4% | -3 | -20 | ? | -4%
OC(CSc1c(Cl)cccc1Cl)CN1CCN(c2ccccc2F)CC1 (configuration not stated) | -72% | 9% | -2 | -2 | ? | 8%
O=C(Nc1ccc2nc(-c3ccco3)c(-c3ccco3)nc2c1)NC1CC1 | 359%[activator] | ? | 15 | 17 | -16% | ?
CCCCN(CC)C(=O)c1cc2cc3ccc(OC)cc3nc2o1 | 5.2µM* | -3% | 27* | 80* | 12µM* | 6%

Six entries out of the list, sorted by SMILES length, rising.
canonical_smiles | Pf growth 96h | Giardia FBPA inh | CHX counter | Shiga inhibitor | Pf growth 48h | Sm TGR block
COc1ccc(Cc2n[nH]c(=S)n2N)cc1OC | ? | 13µM* | -3 | -2 | 7% | /
O=C(NCCc1ccccc1)c1cnc2ccccn2c1=O | 453%[activator] | 7% | 41* | 57* | 325%[activator] | 16%
O=C1CSc2ccc(C(=O)NCCC3=CCCCC3)cc2N1 | 0% | -2% | 12 | 38 | 23% | -28%
O=C(COC(=O)C1=COCCO1)Nc1ccc2c(c1)OCO2 | 2% | -14% | 39* | 154 | 8% | 2%
CNC(=O)C(=O)NCC1OCCCN1S(=O)(=O)c1ccc(F)cc1C (configuration not stated) | 9% | / | -5 | -2 | -5% | 0%
Cc1cc(NC(=O)CCCC(=O)N(c2ccccc2)C(C(=O)NC2CCCCC2)c2cccs2)no1 (configuration not stated) | ? | 1% | -3 | -3 | ? | -3%

The list continues:
canonical_smiles | Pf growth 96h | Giardia FBPA inh | CHX counter | Shiga inhibitor | Pf growth 48h | Sm TGR block
CC(C)C1S/C(=N/N=C/c2ccco2)NC1=O (configuration not stated) | ? | 0% | 20 | 30 | 13% | -3%
CCn1nc(C)c(/C=N/NC(=O)Cn2nnnc2N)c1C | 14% | 2% | -1 | 19 | 17% | 9%
Cc1ccc(C)c(S(=O)(=O)N(C)C2CCS(=O)(=O)C2)c1 (configuration not stated) | 31%[activator] | / | / | / | 39%[activator] | 0%
CC(C)(C)NC(=O)C(OC(=O)c1cccs1)c1ccc(C#N)cc1 (configuration not stated) | 10% | 7% | -2 | -15 | 25% | -7%[57.1 µM]
CC(C)c1ccc(N(C(=O)c2csnn2)C(C(=O)NC(C)(C)C)c2cccnc2)cc1 (configuration not stated) | -16% | 6% | -3 | -2 | ? | 8%
NS(=O)(=O)c1ccc(CNC(=S)NC2CCCCC2)cc1 | 9% | -5% | 1 | -16 | 3% | -5%
COc1cc(OC)c(C(=O)N(CCc2ccccc2)Cc2ccccc2)cc1OC | ? | 10% | -1 | -8 | ? | 3%
Cc1cc(/C=c2\sc3nc4ccccc4n3c2=O)c(C)n1-c1ccc(C(=O)O)cc1 | 58%[activator] | -12% | 9 | 6 | 16% | -14%
Cc1ccc(CN2C(=O)CCC2C(=O)NCc2ccccc2Cl)cc1 (configuration not stated) | ? | 0% | 4 | 21 | -6% | 5%

Screens deposited in PubChem by National Center for Advancing Translational Sciences (NCATS).
